TAAR1 antag: antagonists of human TAAR1; AID 624466; CHO RD-HGA16 TAAR1, Fluo-8 calcium fluorescence, antagonist; 360,000 tested, 1.5% active; inhibition, % at 3 µM; Q96RJ0;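 active = inhibition above a per-plate cutoff, the mean inhibition of test compounds on that plate plus 3 SD, cut at about 49% in these data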;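 also: 0% = DMSO plus EC80 beta-PEA response and 100% = DMSO alone without agonist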
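Assay system: RD-HGA16 CHO cells with stable hTAAR1 and Gα16 / Reagent: EC80 β-phenethylamine stimulus / Doses: 3 µM, single point / Timing: dye loading 75 min at 37 °C, then 30 min room temperature / Measured by: Fluo-8 intracellular calcium dye fluorescence, real-time kinetic reads / Controls: vehicle wells and EC80 agonist wells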
M1 PAM parental: counter-screen for M1 PAMs: effect in parental CHO-K1 cells. ATP EC20, Fluo-8 calcium fluorescence; 0% at ATP EC20, 100% at ATP max. activation, % at 3 µM. AID 602247. 360,000 tested, 0.02% active;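 active = activation above the run cutoff, the mean activation of all test compounds plus 3 SD, cut at about 40% in these data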;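 also: peak over basal fluorescence ratio in a 140 s read after ATP addition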
M1 ag: human M1 muscarinic receptor agonism | CHO-K1 hM1, Fluo-8 calcium fluorescence, agonist mode; 0% DMSO, 100% acetylcholine EC100 | activation, % at 3 µM | 360,000 tested, 0.33% active | AID 588814;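 active = activation above the run's mean compound activation plus 3 SD, cut at about 16% in these data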;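 also: peak over basal fluorescence ratio within a 140 s kinetic read after compound addition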
Target sequence (P11229 whole entry, looked up): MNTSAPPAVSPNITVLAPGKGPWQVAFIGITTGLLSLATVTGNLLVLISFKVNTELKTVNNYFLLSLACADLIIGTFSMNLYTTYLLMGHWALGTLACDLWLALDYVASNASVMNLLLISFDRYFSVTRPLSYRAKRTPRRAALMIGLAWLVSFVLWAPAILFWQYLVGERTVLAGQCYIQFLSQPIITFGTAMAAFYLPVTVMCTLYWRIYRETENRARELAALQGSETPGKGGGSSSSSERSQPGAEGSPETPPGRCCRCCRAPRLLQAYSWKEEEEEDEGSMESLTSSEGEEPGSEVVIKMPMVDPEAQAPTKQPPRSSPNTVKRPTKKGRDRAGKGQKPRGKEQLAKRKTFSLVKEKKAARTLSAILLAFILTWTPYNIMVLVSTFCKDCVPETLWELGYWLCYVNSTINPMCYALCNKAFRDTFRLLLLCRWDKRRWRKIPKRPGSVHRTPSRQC
V1R ag counter: counter-screen for oxytocin receptor agonists: human V1a receptor agonists | CHO-V1R cells, Fluo-8 calcium fluorescence, agonist mode; 0% DMSO, 100% 3 nM vasopressin | activation, % at 3 µM | 320,000 tested, 0.25% active | AID 2797;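 active = activation above the mean activation of all tested compounds plus 3 SD, per screening run, cut at about 20% in these data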;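 also: signal is peak over basal fluorescence ratio across a 100 second FLIPR read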
TAAR1 agonist: agonists of human TAAR1 | Q96RJ0 | CHO RD-HGA16 TAAR1, Fluo-8 calcium fluorescence; vehicle wells 0%, saturating PEA agonist 100% | activation, % at 3 µM | 360,000 tested, 0.99% active | AID 624467;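 active = activation above the mean activation of all test compounds in the run plus 3 SD, cut at about 38% in these data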
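System: CHO-derived RD-HGA16 cells with stable Gα16 and human TAAR1 / Times: 17-24 h plating, Fluo-8 75 min 37 °C, 30 min RT / Technique: calcium-sensitive Fluo-8 signal, excitation 470-495, emission 515-575 nm / Measure: % activation relative to PEA EC100 response / Benchmarks: DMSO and PEA EC100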
CHO parental Ca: counter-screen for OX1R antagonists: effect in parental CHO cells; parental CHO-K1, ATP-induced calcium, Fluo-8 fluorescence; inhibition, % at 5.6 µM; 330,000 tested, 0.63% active; AID 463079;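 active = inhibition above that plate's mean sample inhibition plus 3 SD, cut at about 26% in these data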;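 also: 0% = ATP-challenged DMSO wells and 100% = DMSO wells without ATP; some compounds past the cut are filed as inactive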
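Measured by: calcium-sensitive Fluo-8 fluorescence / Test system: CHO parental line / Controls: ATP-challenged DMSO wells low, unchallenged DMSO wells high / Measure: % inhibition / Compound: single nominal dose of 5.6 µM per compound / Replicates: single well per compound, no replicates / Reagent: ATP as calcium-mobilizing challenge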
M1 ag parental: counter-screen for M1 agonists: effect in parental CHO-K1 cells; Fluo-8 calcium fluorescence; scaled to maximal ATP response, vehicle zero; activation, % at 3 µM; 360,000 tested, 0.48% active; in the data active = activation above about 15%;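 also: untransfected CHO-K1 host cells lacking M1 receptor as counterscreen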
OXTR potentiate: potentiates the human oxytocin receptor response; CHO-OTR cells, Fluo-8 calcium fluorescence, potentiator mode; 0% = oxytocin EC15, 100% = EC100; activation, % at 3 µM; 320,000 tested, 0.061% active; AID 2445;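 active = activation above that plate's cutoff, the mean activation of tested compounds plus 3 SD, cut at about 6.6% in these data, passing the limit was not always enough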;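 also: 100% uses oxytocin at 75 nM as the full agonist control; some results filed as inactive read as strong as hits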
Target sequence (P30559 whole entry, looked up): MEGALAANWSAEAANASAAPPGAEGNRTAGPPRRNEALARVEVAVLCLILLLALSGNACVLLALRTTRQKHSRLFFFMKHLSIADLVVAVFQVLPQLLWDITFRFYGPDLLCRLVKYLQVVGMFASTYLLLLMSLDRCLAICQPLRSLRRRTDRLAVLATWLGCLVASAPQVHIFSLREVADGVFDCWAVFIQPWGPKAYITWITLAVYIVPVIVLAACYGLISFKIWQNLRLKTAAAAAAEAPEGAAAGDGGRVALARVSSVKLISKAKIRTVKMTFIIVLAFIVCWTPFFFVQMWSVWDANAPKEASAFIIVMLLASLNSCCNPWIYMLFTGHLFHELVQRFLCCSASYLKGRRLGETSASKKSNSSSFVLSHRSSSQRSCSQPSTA
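assay system = CHO-OTR cells, human receptor | schedule = compound 6 min at room temperature before oxytocin, 100 s read | detection = Fluo-8 intracellular calcium fluorescence, ex 470-495, em 515-575 nm | evaluation = normalized max/min fluorescence ratio, % activation | control set = EC15 oxytocin alone as 0%, 75 nM oxytocin (EC100) as 100%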
CHO-K1 Ca antag: M1 antagonist counterscreen hit in parental CHO-K1 cells. ATP-induced calcium, Fluo-8 fluorescence. inhibition, % at 3 µM. 360,000 tested, 0.6% active. AID 602250;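 active = inhibition above a per-plate cutoff, the plate's mean sample inhibition plus 3 SD, cut at about 24% in these data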;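 also: 0% = DMSO plus EC80 ATP and 100% = DMSO alone without ATP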
Numbers without * were called inactive; . = no result given.

nr	Structure	V1R ag counter	CHO-K1 Ca antag	M1 ag parental	TAAR1 agonist	M1 PAM parental	CHO parental Ca	M1 ag	TAAR1 antag	OXTR potentiate
1	Cc1ccc(S(=O)(=O)N2CCN(c3ccc([N+](=O)[O-])c4cccnc34)CC2)cc1	0.7	3.9	-0.4	0.2	-1.1	-10.6	-5.6	6.4	-10.7
2	CCCN1C(=O)c2ccc(C(=O)Nc3ccc4c(c3)OCO4)cc2C1=O	3.6	2.9	0.8	0.7	-2.6	-4.6	-0.8	-12.6	0.3
3	CC(=O)CSc1nc2c(c(=O)[nH]c(=O)n2C)n1CCCc1ccccc1	0.4	-5.0	0.0	0.3	12.3	-10.7	-2.4	-1.8	-8.1
4	COc1ccc(-c2cn[nH]c2C)cc1OC	0.5	15.0	-0.9	10.8	-7.2	-5.2	-0.8	13.7	-2.9
5	O=C(Nc1cc(Cl)ccc1Cl)c1ccc(-c2ccccc2)cc1	0.5	-9.5	0.9	1.7	19.6	-10.1	-6.1	-29.2	-3.9
6	CCCCn1c(O)c(N=NC(=O)c2ccncc2)c2cc(Br)ccc21	-0.9	-18.1	0.9	9.9	21.2	-20.9	-7.8	18.2	-3.7
7	O=C(CCN1CCCC1)Nc1ccccc1	-0.5	-3.0	0.0	4.1	6.2	-2.6	-2.9	-23.2	-17.4
8	Cc1cccc(C(=O)NCC(=O)OCc2nnc(-c3ccccc3)o2)c1	-1.2	3.4	0.9	3.4	5.7	-17.2	-2.1	-24.8	-3.1
9	CCN(C(=O)C1CCCN1S(=O)(=O)c1ccc2c(c1)n(C)c(=O)c(=O)n2C)c1ccccc1 (configuration not stated)	1.6	0.7	0.4	-0.1	0.7	-9.7	-7.3	-17.5	-3.4
10	CN(c1ccccc1)S(=O)(=O)c1ccc(Cl)c(C(=O)Nc2ccccc2N2CCOCC2)c1	.	3.5	0.0	0.3	5.7	.	-3.5	18.1	.
11	Cc1nn(C)c(Cl)c1CN1CCN(CC(C)C)C(CCO)C1 (configuration not stated)	0.3	10.3	0.2	4.7	4.1	1.3	-14.3	-5.4	-14.3
12	CCc1nc2ccc(C(=O)NCCCn3ccnc3)cn2c1N(C)Cc1nccs1	.	1.8	0.1	0.6	7.3	.	-9.6	-2.4	.
13	CCCCC(SCC(=O)Nc1ccccc1)C(=O)O (configuration not stated)	0.6	14.9	-0.4	2.8	-10.3	-6.3	-1.3	-5.6	-4.8
14	COC(=O)/C=C1\SC(=Nc2ccc(OC)cc2)NC1=O	0.5	-12.9	-0.5	2.9	11.0	11.1	-5.2	11.8	-5.3
15	COc1ccccc1-c1nc(SCC(=O)Nc2ccccc2)n[nH]1	7.8	-3.6	1.6	2.4	13.5	-19.8	-3.6	6.9	-2.6
16	COc1cccc(CNC(=O)Cn2cc3c(n2)CCCCC3)c1	0.7	-8.4	0.3	2.7	20.5	-15.3	-5.3	-16.8	-6.4
17	COc1ccc(OC)c(C2C(C(=O)Nc3cccnc3)=C(C)NC3=C2C(=O)CCC3)c1 (configuration not stated)	-0.2	-7.8	-0.3	2.0	14.3	-22.4	-1.6	-5.8	-11.9
18	CCN1CCN(C(=O)CN(CC)S(=O)(=O)c2ccc(Cl)cc2)CC1	0.3	-29.1	-0.2	3.4	-0.7	-4.3	-10.4	-3.8	-2.2
19	CC12CC3CC(C)(C1)CC(C(=O)NC(=S)N1CCCCC1)(C3)C2	-0.6	-16.9	1.0	-0.4	19.7	-22.4	-0.7	-21.0	6.6
20	O=C(CCCSc1nc2ccccc2[nH]1)NCc1ccccc1Cl	-0.4	-0.6	1.1	0.4	5.7	-6.6	-8.1	-10.9	3.3
21	CC(=O)Nc1ccc(NC(=O)/C=C/c2ccc3c(c2)OCO3)cc1	-0.1	5.9	0.5	1.4	-9.5	-11.2	-5.3	5.9	-4.9
22	CCc1nnc2c(NCCc3ccccc3)nc3ccccc3n12	1.6	-12.1	2.4	3.4	7.9	-13.8	-4.9	0.1	-3.5
23	O=C(Nc1ccc(S(=O)(=O)NCC2CCCO2)cc1)c1cnccn1 (configuration not stated)	1.5	-3.5	0.0	4.5	14.2	-9.5	-2.9	-0.7	-10.3
24	O=C(CN1CCN(Cc2ccccc2Cl)CC1)N/N=C/c1ccccn1	5.1	-5.6	4.6	7.2	12.5	-31.4	-3.8	1.4	-3.7
25	Cc1nc2c(cc1N)nc(C)n2Cc1ccccc1	-0.3	-2.4	0.5	2.5	19.6	-6.7	2.2	-2.6	0.0
26	Cc1ccc(S(=O)(=O)N(C)Cc2cc3cc(C)ccc3[nH]c2=O)cc1	-0.3	-10.6	0.7	-2.4	4.5	-29.6	-2.4	-32.5	-5.1
27	CCc1ccc(N(CC(=O)NC(C)C)C(=O)CCC(=O)Nc2ccccn2)cc1	1.5	-8.1	0.9	5.1	14.7	-25.4	-2.8	-5.2	-6.7
28	CCc1nc(CNC(=O)c2cc(OC)c(OC)c(OC)c2)no1	1.0	-11.9	0.7	9.5	-8.4	-7.0	-2.8	10.1	-1.1
29	CCC1CCCCN1CCCNC(=O)c1ccc2c(c1)c(C)c(C)n2C (configuration not stated)	-0.2	-2.2	-0.6	-1.1	-14.1	-19.5	-6.5	-36.3	-9.0
30	CCOc1ccc(OCC)c(-c2c(=O)n(OCc3ccc(Cl)cc3)c3ccccc3[n+]2[O-])c1	0.4	-20.1	0.5	1.2	10.7	-33.4	-6.0	-13.7	0.7
31	CCOC(=O)C(C)Sc1nc2c(cnn2-c2ccc(C)cc2)c(=O)[nH]1 (configuration not stated)	-0.6	7.0	0.7	0.4	6.8	-14.9	-2.4	-8.1	-6.0
32	COc1ccc(C=O)cc1COc1ccc(C)cc1[N+](=O)[O-]	-0.2	-10.2	0.7	4.9	17.1	-8.7	-5.3	-0.9	-8.3
33	CC(C)COc1cccc(C(=O)NC(=S)NCc2cccnc2)c1	-1.6	-9.3	-0.9	-2.1	8.9	-18.4	-7.7	-47.4	-4.2
34	C[C@@H](CSc1ccc(Br)cc1)CN1CC[C@H](O)CCC1=O	6.5	-14.6	6.5	7.1	16.6	-9.5	-2.0	22.3	-4.5
35	O=C(Nc1cccc(S(=O)(=O)N2CCCCCC2)c1)c1ccc(Cl)nc1	9.5	-8.8	7.6	9.3	-1.6	-12.8	5.5	54.3*	-9.2
36	Cc1ccc(S(=O)(=O)N2CCC(=O)N(CCOCc3ccc(F)cc3)CC2)cc1	3.4	-2.6	0.6	5.5	-5.8	-18.1	-3.2	-16.1	-1.8
37	O=C(c1cccc(Cl)c1)N1CCN(c2ccc(N3CCOCC3)nn2)CC1	-0.1	2.2	1.1	0.4	-4.3	-15.9	-4.3	-18.6	-4.2
38	O=C(COC(=O)C1CCN(S(=O)(=O)c2cccs2)CC1)c1ccccc1	1.4	-14.0	2.3	3.8	9.6	6.2	-3.3	-11.3	-5.5
39	Fc1cccc(Cc2noc(CN3CCOCC3)n2)c1	0.1	-5.9	-0.2	0.4	9.1	0.6	-2.7	-19.5	-6.1
40	CCOc1ccccc1/C=C(\NC(=O)c1ccccc1)C(=O)NCCC(=O)O	-0.6	-0.8	-0.2	1.0	10.6	-1.0	-0.8	13.8	-6.3
41	CC(=O)N1C(c2ccccc2O)C[C@]2(C)CC(=O)NC12 (some centres not stated)	1.2	1.6	-0.3	14.6	-6.1	-8.7	-3.3	-14.0	5.8
42	O=C(/C=C/c1ccc(O)cc1)c1ccc(NC2=C(N3CCCCC3)C(=O)c3ccccc3C2=O)cc1	2.7	-12.1	3.0	0.9	19.9	-5.7	-7.2	-9.1	-6.1
43	COc1ccc(NC(=O)c2nn(C34CC5CC(CC(C5)C3)C4)cc2[N+](=O)[O-])cc1	-1.6	-3.5	0.7	2.7	24.5	-23.2	-4.6	-15.2	-7.2
44	CCCn1c(N2CCN(C(=O)Nc3ccc(Cl)cc3)CC2)nc2ccccc21	2.1	-16.5	3.5	10.3	10.0	-9.4	-2.8	31.1	-6.1
45	COc1ccc(Br)cc1CN(C)CC(=O)Nc1cc(Cl)cc(Cl)c1	-0.7	-1.9	18.5*	2.2	21.2	-24.4	-9.2	31.8	-9.3
46	O=C1NC2CCCCC2C(=O)N1OS(=O)(=O)c1ccccc1 (configuration not stated)	.	-8.6	0.6	3.2	13.0	.	-2.1	-0.1	.
47	O=C(Nc1ccc(OC(F)(F)F)cc1)N1CCc2nc(NCc3cccc(Oc4ccccc4)c3)ncc2C1	.	17.4	9.9	2.7	-10.3	.	-0.5	16.7	.
48	C=CCn1c(SCc2ccccc2)nc2scc(-c3ccc(C)o3)c2c1=O	0.3	-5.8	0.9	0.9	4.8	3.2	-1.2	11.6	-5.4
49	O=C(Cn1nc(C(F)(F)F)c2c1CCCC2)NCCN1CCOCC1	-0.5	1.0	0.3	1.6	15.0	4.6	0.6	0.9	-4.4
50	N#C/C(=C\c1ccc(F)cc1)C(=O)NC1CCS(=O)(=O)C1 (configuration not stated)	0.5	-17.1	0.7	2.1	11.5	-12.9	-4.8	-3.0	0.9
51	CCN(C(=O)c1cc2c(=O)n3cccc(C)c3nc2s1)C1CCCCC1	1.1	-2.5	5.9	1.6	7.8	-20.6	-0.3	-2.8	5.0
52	Cc1cccn2c(CNCCSc3nccn3C)c(C(=O)N3CCCCC3)nc12	0.6	-5.1	2.0	1.8	-1.6	-16.8	-4.7	-6.0	-6.7
53	CS(=O)(=O)c1ccc([C@@H](O)[C@@H](CF)NC(=O)C(Cl)Cl)cc1	1.7	10.2	-0.4	1.0	1.0	5.7	-1.9	-2.4	-6.1
54	Cc1ccc(OCCC(=O)OCC(=O)N2CCN(S(=O)(=O)c3ccc(Cl)cc3)CC2)cc1	11.5	-3.9	7.3	5.0	4.3	21.1	1.9	6.3	-7.6
55	O=C(Nc1cc(Cl)cc(Cl)c1)C(NCC1CCCO1)c1ccccc1 (configuration not stated)	0.1	5.5	3.4	9.6	8.8	-11.2	-6.6	30.0	2.9
56	COC(=O)C1C(=O)NC(SC)=C(C#N)C1c1ccccc1F (configuration not stated)	-0.5	-14.9	0.9	11.3	12.7	-1.1	-4.1	15.4	-4.0
